B2AR arrestin: agonists driving beta-arrestin recruitment to human beta2-adrenergic receptor; beta-arrestin recruitment to beta2AR, cell-based reporter; Potency, µM (series often up to 46.1 µM), for the others: at the highest dose activation, most hits filed as activators; 330,000 tested, 0.02% active; AID 492947;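 further: potency means the concentration at half of the fitted maximal effect; 0% = DMSO controls and full agonism = EC100 isoproterenol or metaproterenol; nearly all actives have a fitted effect of over 65% in size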
Target sequence (P07550 whole entry, looked up): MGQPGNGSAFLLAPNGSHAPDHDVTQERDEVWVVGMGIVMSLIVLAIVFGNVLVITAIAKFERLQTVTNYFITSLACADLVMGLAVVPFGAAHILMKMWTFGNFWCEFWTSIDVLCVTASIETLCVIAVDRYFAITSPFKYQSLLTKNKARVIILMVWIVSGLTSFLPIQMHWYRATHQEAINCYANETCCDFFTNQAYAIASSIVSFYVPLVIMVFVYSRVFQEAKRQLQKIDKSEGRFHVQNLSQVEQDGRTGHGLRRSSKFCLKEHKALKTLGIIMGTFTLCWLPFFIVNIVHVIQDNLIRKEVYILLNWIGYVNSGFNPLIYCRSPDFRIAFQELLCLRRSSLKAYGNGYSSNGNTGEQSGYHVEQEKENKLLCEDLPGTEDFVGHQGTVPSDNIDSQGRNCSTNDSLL
MLL CXXC-DNA inh: blocks binding of human MLL CXXC domain to DNA; MLL-CXXC / FITC-HOXA9 DNA fluorescence polarization; Potency, µM (doses to about 115 µM), inactives show at the top dose activity change, negative = inhibition, most hits filed as inhibitors; 290,000 tested, 0.037% active; AID 2662; active means well fitted inhibition curve with a large enough effect in the polarisation, with a control signal flat, not every such curve was filed as active; inconclusive means small, poorly fitted or top-dose-only effect, or effect the other way, or a change in a side signal; inactive means no such curve, though single readings can be large or run the other way; the % refers to the polarisation; further: potency means the concentration at half of the fitted maximal effect
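Purified MLL-CXXC (added from a 7 uM solution) was preincubated 5 min at ambient with pinned compounds in 50 mM Tris-HCl pH 7.5, 50 mM NaCl, 1 mM DTT, 0.05% BSA. Fluorescein-labeled HOX-A9 DNA (50 nM solution) followed, 30 min, then polarization read.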
ELG1 repair inh: ELG1-dependent DNA repair inhibition; HEK293T ELG1-luciferase reporter, luminescence, 16 h; DNA damage induced by 5-fluorouridine; Potency, µM (doses to about 46.1 µM), inactives show at the highest dose activity change, negative = inhibition, usual class: inhibitors; 330,000 tested, 2.3% active; further: potency means the concentration at half of the fitted maximal effect; on the % scale 0 is the no-effect control and ±100 the full control effect; nearly all actives have a fitted effect of over 55% in size
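Step one: seed 2,000 cells per well. Step two: pin-transfer compound or DMSO alongside 5-fluorouridine. Step three: incubate 16 hr, 37 °C, 5% CO2. Step four: add ONE-Glo, wait 30 min, read luminescence.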
a7 integrin act: integrin-mediated muscular dystrophy alleviation activation. alpha7betagal myoblasts, beta-gal FDG fluorescence, 48 h. Potency, µM (doses to about 38.3 µM), without a hit: at the top dose activation, most hits filed as activators. 350,000 tested, 0.064% active. AID 624291;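 further: potency means the concentration at half of the fitted maximal effect; 100% = response of the positive control SU9516; nearly all actives have a fitted effect of over 60% in size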
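Alpha7betagal+/- myoblasts (passage 13) were plated 16-24 hr, then exposed to compounds (1:260 dilution of DMSO stock) for 48 hours at 37C. After MPER lysis, β-galactosidase reporter activity was read as FDG fluorescence (ex 480/em 540) after 30 minutes.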
p53 reactivation: mutant p53 re-activation in reporter cells | H1299 p53-A138V BP100-luciferase reporter, luminescence, 24 h | Potency, µM (top dose mostly 92.2 µM), inactives show at the top dose activity change, positive = activation, usual class: activators | 320,000 tested, 0.063% active; further: potency means the concentration at half of the fitted maximal effect; % of control where 0% means no effect; nearly all actives have a fitted effect of over 45% in size
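H1299 (p53-null), stable ts p53-A138V + BP100-Luc; 1000 cells/well, Opti-MEM/10% FBS; cpd 4 pt, 1:5; 24 h, 37 deg C, 5% CO2; detection reagent 10 min RT; luminescence.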
A-T KAP1 phos: potential ataxia-telangiectasia treatments restoring KAP-1 phosphorylation. […] A-T fibroblasts, KAP-1 phosphorylation AlphaLISA; neocarzinostatin DNA damage 30 min before lysis. Potency, µM (doses to about 57.5 µM), for the others: at the top dose activation, usual class: activators. 320,000 tested, 0.19% active. AID 485349; further: potency means the concentration at half of the fitted maximal effect; % of control where 0% means no effect; nearly all actives have a fitted effect of over 45% in size
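hTERT-immortalized A-T patient fibroblasts ([…]), 500 cells/well in OPTI-MEM, 1% FBS, got compounds for 60 min, then NCS for 30 min at 37C. Lysates were then assayed for phospho-KAP-1 by AlphaLISA (anti-pKAP1 donor, anti-KAP1 acceptor beads), 6 hr at 25C.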
BRCA1 expr act: increases BRCA1 expression | AID 624202 | Potency, µM (series often up to 46.1 µM), inactives show at the top dose activation, actives largely listed as activators | 380,000 tested, 1.1% active | MCF7-BRCA1-FFLuc reporter, luminescence, 48 h; response scale: scaled: vehicle 0%, 10 µM genistein 100%; further: potency means the concentration at half of the fitted maximal effect; nearly all actives have a fitted effect of over 80% in size; some results filed as inactive show a strong effect at the top dose
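Activators of BRCA1 expression were detected as increased firefly luciferase luminescence in engineered MCF7 cells after 48 h compound incubation. Signals were scaled to genistein 10 microM as full activation.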
TCR act: T cell receptor activation. primary human leukocytes, anti-CD3, IL-2 HTRF, 48 h. Potency, µM (series often up to 9.22 µM), inactives show at the highest dose activation of IL-2 secretion, actives largely listed as activators. 330,000 tested, under 10 active; further: % of control where 0% means no effect
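Primary human leukocytes incubated 48 hr with anti-CD3 beads plus compound, without co-stimulation. Secreted IL-2 measured by HTRF (europium cryptate/d2 anti-IL-2 pair, 320 nm excitation, 665 nm emission).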
TSG101-PTAP inh: blocks PTAP/TSG101 interaction to inhibit HIV-1 budding; AID 493005; Fluorescence polarization, FITC-PTAP peptide / Tsg101 binding; Potency, µM (doses to about 115 µM), without a hit: at the top dose activity change, negative = inhibition, hits mostly inhibitors; 340,000 tested, under 10 active; Q99816; active means well fitted inhibition curve with a large enough effect in the main read-out, with a control signal flat, not every such curve was filed as active; inconclusive means small, poorly fitted or top-dose-only effect, or effect the other way, or a change in a side signal; inactive means no such curve, though single readings can be large or run the other way; further: potency means the concentration at half of the fitted maximal effect; % of control where 0% means no effect
Target sequence (Q99816 whole entry, looked up): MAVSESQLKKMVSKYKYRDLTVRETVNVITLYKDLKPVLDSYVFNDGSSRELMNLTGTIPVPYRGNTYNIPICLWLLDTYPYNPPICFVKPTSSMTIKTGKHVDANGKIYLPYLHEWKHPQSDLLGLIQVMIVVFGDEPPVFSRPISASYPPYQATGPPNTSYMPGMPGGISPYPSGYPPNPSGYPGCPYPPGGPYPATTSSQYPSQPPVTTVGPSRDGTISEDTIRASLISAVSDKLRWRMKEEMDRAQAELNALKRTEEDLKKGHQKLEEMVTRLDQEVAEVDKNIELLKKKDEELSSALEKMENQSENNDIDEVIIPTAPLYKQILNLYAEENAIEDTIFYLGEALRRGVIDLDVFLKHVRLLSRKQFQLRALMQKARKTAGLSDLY
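Fluorescence polarization binding of Tsg101 binding domain (10 uM final) to FITC-labeled PTAP peptide (50 nM final) in HEPES pH 7.5 buffer with NaCl, Tween 20, EDTA, TCEP. Compounds added before peptide; binding 20 min at RT.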
TRPV1 agonist: activates the human vanilloid receptor TRPV1; Q8NER1; TRPV1-expressing cells, Fluo-8 calcium influx, agonist mode; activation, % at 8.33 µM; 320,000 tested, 0.19% active; in the data active means activation above about 80%; inconclusive means between about 30% and that limit; further: 0% is about no effect
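Fluo-8 calcium influx in TRPV1-expressing cells, kinetic read (ex 480/em 520 nm). Compound added and read 3 min for agonist activity, followed by capsaicin at EC20 final and 2 min further read for enhancement.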
* hit, by the source's call; ? = inconclusive; nt = not tested or not shown; [ ] = remark or other dose. Unless noted, the call rests on the fitted dose curve; in most records, active means well fitted curve in the direction sought with a large enough effect; inconclusive means small, poorly fitted or top-dose-only effect, or another doubt; inactive means no such curve, though single readings can be large; an effect the other way counts as inactive or inconclusive.

Molecule	B2AR arrestin	MLL CXXC-DNA inh	ELG1 repair inh	a7 integrin act	p53 reactivation	A-T KAP1 phos	BRCA1 expr act	TCR act	TSG101-PTAP inh	TRPV1 agonist
O=C(Nc1cccc2ncccc12)c1ccc(Br)c([N+](=O)[O-])c1	0.0%	-2%	-4%	0%	-1%	-7%	-52%	-5%	-2%	?
CC1(C)CCCN(C(=O)c2ccc3c(c2NCCO)C(=O)c2ccccc2C3=O)C1	3.0%	-3%	?	-27%	-27%	-2%	-43%	0%[46.1 µM]	-20%	4
CC(C)(C)c1csc(NC2=NS(=O)(=O)c3ccccc32)n1	-0.1%	0%	?	2%	?	-5%	?	-6%	-4%	1
Cc1cccc(NC(=O)CSc2nnc(-c3cc(C)n(-c4ccccc4)c3C)o2)c1C	0.1%	-2%	?	3%	13%	-6%	-43%	-3%	-8%	0
COC(=O)c1ccc(/C=N/NC(=O)c2ccccc2Cl)cc1	0.5%	8%	?	-4%	?	6%	47%	0%[46.1 µM]	0%	?
CCC1CCCCN1CCCNC(=O)Cn1c2ccccc2c2nc(=O)cc(C)n21 (configuration not stated)	0.2%	6%	19%	19%	8%	1%	14%	-3%	3%	1
COc1ccc(C=O)cc1CSc1ncccc1C(=O)O	0.3%	2%	-12%	28%	1%	-4%	-1%	5%	-2%	-2
c1ccc(Cc2nnc3sc(C4COc5ccccc5O4)nn23)cc1 (configuration not stated)	-0.4%	0%	-9%	14%	23%	1%	0%	-34%[inhibitor][46.1 µM]	nt	24
Cn1ccnc1SCC(=O)NC12CC3CC(CC(C3)C1)C2	-0.1%	3%	4%	18%	4%	-1%	0%	3%	-4%	-1
Cn1nnc(NC(=O)CSc2nnnn2-c2ccc(F)cc2)n1	-0.6%	-1%	-2%	7%	-2%	1%	0%	-4%	-5%	-3
CC(C)(C)OC(=O)N1CCC(CC2CC(c3ccccc3)=NO2)(C(=O)O)CC1 (configuration not stated)	nt	nt	nt	26%	nt	nt	15%	9%	-3%	nt
O=C(/C=C/Nc1ccc(F)cc1F)c1ccc(Br)cc1	nt	nt	nt	24%	nt	nt	-2%	-41%	1%	nt
CCOc1ccc(S(=O)(=O)NC2CCCC2)cc1C	0.2%	1%	-4%	?	-8%	-2%	7%	-5%	3%	26
CNNCc1ccc(C(=O)NC(C)C)cc1	nt	-2%	nt	nt	nt	nt	19%	0%	0%	nt
COc1ccc(NC2CCCN(C(=O)c3oc(C)cc3C)C2)cc1OC (configuration not stated)	-0.5%	0%	5%	-4%	-7%	-1%	1%	-5%	nt	14
CCN(CC)c1ccc(NC(=O)Cn2nnc(-c3cccc(OC)c3OC)n2)c(C)c1	0.0%	20%	-26%	-20%	-12%	0%	1%	-6%	-2%	2
OCC1(CCOc2ccccc2)CCN(Cc2cn[nH]c2-c2ccccc2)CC1	0.2%	6%	-9%	12%	-5%	-3%[11.5 µM]	-16%	5%	-6%	4
CC1CCN(S(=O)(=O)c2ccc(C(=O)OCc3ccc4c(c3)OCO4)cc2)CC1	0.0%	12%	-4%	17%	-3%	0%	13%	2%	-3%	1
Cc1ccc(C(C)C)c(Oc2nnnn2-c2ccccc2)c1	0.4%	-3%	-27%	11%	2%	13%	-44%	7%	0%	8
Oc1ccc(-c2n[nH]c(=S)n2Cc2ccccc2)cc1	-0.1%	?	3%	3%	11%	0%	-9%	0%	-4%	0
Cc1cc(C(=O)CN2C(=O)NC3(CCCC3)C2=O)c(C)n1-c1ccc2c(c1)OCO2	-1.1%	10%	19%	6%	13%	-1%	43%	-2%[46.1 µM]	-3%	-1
CC1(C)CC(=O)C2=C(C1)Nc1ccccc1N1C(=O)c3ccccc3C21 (configuration not stated)	-0.2%	0%	-11%	-1%	2%	-9%	0%	-5%	-3%	-1
CC(=O)c1cc(C#N)c(N(C)Cc2ccccc2)nc1C	-0.5%	3%	-12%	12%	-5%	4%	2%	6%	-1%	16
Cc1ccc(NC(=O)Cn2c(=O)oc3ccccc32)c(C)c1	-1.0%	5%	3%	3%	3%	0%	-17%	-2%	0%	1
Cc1ccccc1NS(=O)(=O)c1ccc2c(c1)n(C)c(=O)n2C	-1.1%	-20%	0%	4%	-4%	-1%	-34%	-1%	-3%	-1
Fc1ccc(/C=N/n2cnn(Cc3ccccc3Cl)c2=S)cc1	0.0%	2%	-24%	17%	0%	1%	-1%	nt	1%	23
C[C@@H]1O[C@@H](O[C@@H]2C(=O)c3c(O)cc(O)cc3O[C@H]2c2ccc(O)c(O)c2)[C@H](O)[C@H](O)[C@H]1O	-2.4%	nt	27%	0%	22%	1%	10%	5%	9%	1
Cc1ccc(CSc2nc3c(c(=O)[nH]2)CCC3)cc1	0.2%	-4%	?	6%	-2%	nt	16%	-1%	-8%	10
Cc1cc(SCC(=O)Nc2c(C)n(C)n(-c3ccccc3)c2=O)nc2ccccc12	0.4%	43%[activator]	5%	12%	-2%	0%	1%	3%	-2%	0
COc1ccc(NC(=S)Nc2ccc(S(N)(=O)=O)cc2)c(C)c1	-0.7%	7%	-16%	-36%	4%	-1%	-16%	-2%	0%	5
CC(C)CC(=O)Nc1ccc(C(=O)COC(=O)C2CC(=O)N(Cc3ccccc3)C2)cc1 (configuration not stated)	0.3%	nt	7%	9%	0%	6%	-2%	1%	-4%	6
O=C(COc1ccc(-n2ccnc2)cc1)Nc1cccc(Cl)c1	0.2%	4%	?	-34%	-5%	-3%	-13%	nt	-3%	4
Cc1cc(Cl)ccc1Oc1nccc(N(C)C)c1C#N	-0.4%	5%	-2%	-13%	2%	-2%	-1%	nt	-4%	?
CCc1ccc(-n2c(SCC(=O)N3CCC(C(=O)O)CC3)nnc2-c2ccncc2)cc1	0.0%	-1%	-12%	-8%	7%	1%	8%	0%	1%	3
Nc1c(C(=O)CSc2nnc(-c3ccccc3F)o2)c(=O)[nH]c(=O)n1C1CC1	-0.1%	nt	?	1%	-2%	4%	1%	-6%	0%	-2
CCCOc1ccccc1C(=O)N1CCNC(=O)C1CC(=O)OC(C)C (configuration not stated)	-0.2%	0%	7%	0%	4%	7%	4%	-12%	-5%	0
COc1ccccc1NC(=O)CSc1nc2ccccc2nc1N1CC(C)OC(C)C1 (configuration not stated)	-0.2%	nt	?	-28%	10%	11%	-13%	3%	3%	3
C#CCOc1ccc(Br)cc1/C=N/O	0.1%	17%	10%	0%	-2%	2%	-14%	-14%	-2%	-1
Cc1cccc(C(C)C)c1NC(=O)c1ccc(OCC2CCCO2)cc1 (configuration not stated)	-0.3%	nt	?	-10%	-1%	29%	-25%	0%[46.1 µM]	-10%	nt
O=C(O)c1nn(CC(=O)N(C2CCCCC2)C2CCCCC2)c(=O)c2ccccc12	-0.1%	5%	-2%	8%	4%	15%	-5%	0%	-2%	-2
Cc1cc(NC(=O)CCc2ccc(S(=O)(=O)N3CCOCC3)cc2)n(-c2ccccc2)n1	-0.2%	-5%	?	-53%[inhibitor]	-5%	-8%	-10%	0%	-1%	0
O=C(C1=C(O)C(=O)N(CCN2CCOCC2)C1c1ccc(Cl)cc1)c1cc2ccccc2o1 (configuration not stated)	-0.2%	24%	17%	-3%	-1%	6%	-14%	-3%	-8%	-7
c1csc(-c2ncc3ccccn23)c1	0.5%	3%	?	17%	3%	-6%	80%	-1%	-2%	1
COC(=O)Cn1cnc2c(cnn2-c2ccccc2)c1=O	-0.1%	7%	13%	?	1%	-2%	-18%	-4%	-5%	0
CCC(C)c1ccc(O)c(NC(=O)c2cccnc2)c1 (configuration not stated)	0.4%	-9%	4%	-14%	-2%	nt	-50%	0%	1%	?
O=C(C1CC(=O)N(c2ccc(Br)cc2)C1)N1CCCC1 (configuration not stated)	-1.1%	12%	-1%	3%	2%	-2%	5%	10%	0%	-5
N#Cc1c2n(c3c(=O)n(CC(=O)c4ccc(Br)cc4)cnc13)CCCC2	-1.1%	-3%	1%	3%	2%	12%	0%	4%	-4%	5
O=C(NNC(=S)NC(=O)c1ccc(Br)cc1)c1cccc([N+](=O)[O-])c1	0.4%	-11%	?	-13%	-1%	2%	-22%	0%	-7%	8
Cn1c(C(=O)NCCCN2CCCC2=O)cc2c(=O)n(C)c3ccccc3c21	0.2%	-7%	?	-3%	-6%	1%	-7%	-1%	-1%	1
CC[n+]1c(C)n(-c2ccccc2)c2ccc(NC(C)=O)cc21	0.2%	14%	?	-55%	2%	-2%	-26%	1%	0%	-1

Screening data from PubChem BioAssay.
